LDHA inh = qHTS assay for inhibitors of human lactate dehydrogenase; L-lactate dehydrogenase A chain (Homo sapiens), P00338; purified LDHA, NADH/diaphorase-resazurin fluorescence; hits give low values; activity change, % (values are at about 110 or 230 µM); 480,000 compounds, 0.15% hits; in the data active means activity change below about -30%; inconclusive means mostly about -25% to -30%;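 further: plate controls were DMSO wells for no effect and wells without enzyme for full effect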
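Human LDH5 (2 nM) was incubated with 0.06 mM NADH and 0.2 mM pyruvate for 5 min at room temperature in Tris pH 7.4. Remaining NADH was coupled through diaphorase/resazurin, and resorufin fluorescence was read at 0 and 20 min.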
RXFP1 agonist = qHTS Assay for Agonists of the Relaxin Receptor RXFP1. Relaxin receptor 1 (Homo sapiens), Q9HBX9. HEK293T-RXFP1 cAMP TR-FRET, 30 min; response scale: percent of porcine relaxin response, buffer zero. Potency, µM (top dose mostly 57.5 µM), inactives show at the top dose activation, usual class: activators. 370,000 compounds, 0.3% hits; further: potency means the concentration at half of the fitted maximal effect; on the % scale 0 is the no-effect control and ±100 the full control effect; nearly all actives have a fitted effect of over 60% in size; many of its hits are not listed in these tables
Target sequence (Q9HBX9 whole entry, looked up): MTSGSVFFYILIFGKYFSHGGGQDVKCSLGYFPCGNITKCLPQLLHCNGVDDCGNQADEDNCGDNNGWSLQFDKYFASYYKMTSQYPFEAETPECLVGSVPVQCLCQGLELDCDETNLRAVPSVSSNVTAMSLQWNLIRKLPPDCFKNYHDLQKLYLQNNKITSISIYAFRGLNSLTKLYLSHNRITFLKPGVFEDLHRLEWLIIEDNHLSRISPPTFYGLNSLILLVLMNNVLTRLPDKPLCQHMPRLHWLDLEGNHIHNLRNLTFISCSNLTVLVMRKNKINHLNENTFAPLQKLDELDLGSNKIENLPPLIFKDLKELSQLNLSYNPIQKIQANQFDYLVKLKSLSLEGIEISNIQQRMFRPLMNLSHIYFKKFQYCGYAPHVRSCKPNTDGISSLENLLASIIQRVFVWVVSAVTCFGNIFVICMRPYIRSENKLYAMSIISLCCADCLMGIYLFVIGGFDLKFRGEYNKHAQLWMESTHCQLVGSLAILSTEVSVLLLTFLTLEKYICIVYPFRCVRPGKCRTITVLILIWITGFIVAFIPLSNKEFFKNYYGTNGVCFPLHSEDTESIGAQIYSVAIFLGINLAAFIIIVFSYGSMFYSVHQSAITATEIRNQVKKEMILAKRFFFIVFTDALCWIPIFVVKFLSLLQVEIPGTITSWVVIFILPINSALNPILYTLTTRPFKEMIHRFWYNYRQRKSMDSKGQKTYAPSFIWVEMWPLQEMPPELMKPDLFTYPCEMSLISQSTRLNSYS
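cAMP rise read by TR-FRET after 30 min, 37C compound exposure (up to 58 uM) in RXFP1-transfected HEK293 cells with Ro 20174 present. EC50 from Hill-equation fits, with 29 nM porcine relaxin as 100% and buffer as basal.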
Vif-A3F inh = qHTS for Inhibitors of Vif-A3F Interactions: qHTS. HeLa A3F-eYFP + Vif (tagged APOBEC3F with the HIV-1 protein that degrades it), YFP fluorescence increase. Potency, µM (top dose mostly 46.1 µM), for inactives: at the highest dose activity, negative = active. 390,000 compounds, 0.2% hits; further: potency means the concentration at half of the fitted maximal effect; % of control where 0% means no effect; nearly all actives have a fitted effect of over 65% in size
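HeLa cells stably expressing Vif plus C-terminally eYFP-tagged A3F were seeded, incubated overnight at 37 deg C, dosed with compound, incubated overnight again at 37 deg C. Yellow fluorescence (Ex 488/Em 500-530) reported blocked Vif-mediated A3F-eYFP degradation.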
Glioma ERSR ind = qHTS for Inducers of the Endoplasmic Reticulum Stress Response (ERSR) in Human Glioma: qHTS; 420,000 compounds, 0.02% hits; U87-MG GRP78 promoter luciferase reporter, 16 h; Potency, µM, for inactives: at the highest dose activation, most hits filed as activators; further: potency means the concentration at half of the fitted maximal effect; series mostly up to about 76 µM; % of control where 0% means no effect; nearly all actives have a fitted effect of over 35% in size
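Stably transfected U87-MG glioma cells carrying a GRP78-based luciferase sensor; 16 h compound incubation. Luminescence end-point read 10 min after Bright-Glo addition at room temperature.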
TrxR1 substrate = qHTS Assay for Substrates of Mammalian Selenoprotein Thioredoxin Reductase 1 (TrxR1): qHTS. Potency, µM (titrated, usually from 114 µM), inactives show top-dose activity change, negative = substrate turnover. AID 588456, 2011. Thioredoxin reductase 1, cytoplasmic (Rattus norvegicus), O89049. purified TrxR1 substrate turnover, NADPH consumption readout. 390,000 compounds, 0.01% hits; further: potency means the concentration at half of the fitted maximal effect; on the % scale 0 is the no-effect control and ±100 the full control effect; nearly all actives have a fitted effect of over 50% in size
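Rat TrxR1, dispensed at 90 nM, was prereduced with 400 uM NADPH (final) for 5 min at ~22 deg C, then incubated with compound 15 min before 400 uM selenite. A first-read NADPH fluorescence drop versus no-compound background flagged substrates.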
PI4K2A block = qHTS for small molecular inhibitors of PI4K2A; purified PI4K2A, ADP-Glo luminescence, 1 h; hits give low values; Phosphatidylinositol 4-kinase type 2-alpha (Homo sapiens), Q9BTU6; 420,000 compounds, 0.13% hits; activity change, negative = inhibition, % at 76.9 µM; in the data active means activity change below about -50%; inconclusive means mostly about -30% to -49%;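 further: -100% = wells without enzyme as full effect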
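Compounds are screened against recombinant PI4K2A using PI as substrate and ATP, the latter dispensed at 300 microM. Reactions run one hour at ambient temperature before ADP-Glo detection; full inhibition defined by wells lacking enzyme.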
mIDH1 inhibitor = qHTS for Inhibitors of mutant isocitrate dehydrogenase 1 (IDH1): qHTS; Isocitrate dehydrogenase [NADP] cytoplasmic (Homo sapiens), O75874; AID 602179, 2012; IDH1-R132H enzyme, NADPH consumption, diaphorase/resazurin fluorescence; Potency, µM (doses to about 76.6 µM), inactives show at the highest dose activity change, negative = inhibition, actives largely listed as inhibitors; 390,000 compounds, 0.093% hits; further: potency means the concentration at half of the fitted maximal effect; on the % scale 0 is the no-effect control and ±100 the full control effect; nearly all actives have a fitted effect of over 65% in size
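IDH1-R132H (0.5 ug/mL) preincubated 30 min with compound, then NADPH (0.016 mM) and alpha-KG (2 mM) added; 80 min at RT, pH 7.5. Remaining NADPH coupled via diaphorase/resazurin to fluorescence (540/590 nm); concentration-response curves normalized to no-enzyme control.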
Vif-A3G inh = qHTS for Inhibitors of Vif-A3G Interactions: qHTS; DNA dC->dU-editing enzyme APOBEC-3G (Homo sapiens), Q9HC16; HeLa A3G-eYFP + Vif (tagged APOBEC3G with the HIV-1 protein that degrades it), YFP fluorescence, overnight; Potency, µM (series often up to 46.1 µM), for the others: at the highest dose activity, negative = active, most hits filed as inhibitors; 410,000 compounds, 0.076% hits; AID 602310, 2012;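 further: potency means the concentration at half of the fitted maximal effect; on the % scale 0 is the no-effect control and ±100 the full control effect; nearly all actives have a fitted effect of over 60% in size; hits raise eYFP signal because A3G escapes Vif-driven loss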
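HeLa cells stably expressing Vif and C-terminally eYFP-tagged A3G, seeded overnight at 37 deg C, then exposed to compound by pintool overnight at 37 deg C. Rise in yellow fluorescence (Ex 488/Em 500-530, Acumen) marks blocked Vif-driven A3G degradation.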
USP1 inh = Inhibitors of USP1/UAF1: Primary Screen. Ubiquitin carboxyl-terminal hydrolase 1 (Homo sapiens), O94782. recombinant USP1/UAF1, Ub-Rhodamine cleavage fluorescence. Potency, µM (doses to about 57.1 µM), without a hit: at the highest dose activity change, negative = inhibition, actives largely listed as inhibitors. 390,000 compounds, 0.23% hits. AID 743255, 2014; further: potency means the concentration at half of the fitted maximal effect; on the % scale 0 is the no-effect control and ±100 the full control effect; nearly all actives have a fitted effect of over 60% in size; inactives centre near -12
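1 nM enzyme complex + cpd, 15 min RT; start with Ub-Rho 150nM final; kinetic fluorescence ex 480/em 540, 6 reads q60 s. Buffer 50mM HEPES pH 7.8, 0.5mM EDTA, 0.1 mg/ml BSA, 1mM TCEP, 0.01% Tween-20.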
* hit, by the source's call; ? = inconclusive; nt = not tested or not shown; [ ] = remark or other dose. Unless noted, the call rests on the fitted dose curve; in most records, active means well fitted curve in the direction sought with a large enough effect; inconclusive means small, poorly fitted or top-dose-only effect, or another doubt; inactive means no such curve, though single readings can be large; an effect the other way counts as inactive or inconclusive. Some of the compounds tested, so the mix of outcomes need not match the whole.

entry | molecule | LDHA inh | RXFP1 agonist | Vif-A3F inh | Glioma ERSR ind | TrxR1 substrate
1 | O=C(COc1ccccc1Cl)Nc1cnn(Cc2ccccc2)c1 | 1 | 1.4% | 0% | -3% | -6%[57.1 µM]
2 | CC(C)(C)c1ccc(S(=O)(=O)Nc2ccc(C(O)(C(F)(F)F)C(F)(F)F)cc2)cc1 | ? | nt | nt | -9% | nt
3 | CCOCCCn1c(=S)[nH]c2cc(C(=O)NCCOC)ccc2c1=O | -1 | 3.0% | 1% | -2% | 1%
4 | Cc1ccccc1CSCCNC(=O)CSCc1ccc([N+](=O)[O-])cc1 | 1 | 3.1% | -13% | -6% | 8%
5 | Cc1ccc2nc(NCC(N)=O)nc(-c3ccccc3)c2c1 | 0 | 0.1% | -5% | -4% | 74%[activator]
6 | COc1ccc(C(=O)N2CC(=O)Nc3ccc(C)cc3C2c2ccc(F)cc2)c(OC)c1 (configuration not stated) | 2 | 0.3% | 4% | 1% | 6%[2.29 µM]
7 | CCOC(=O)Cc1csc(NC(=O)CSc2nnc(-c3ccc(NS(=O)(=O)CC)cc3)o2)n1 | -4 | nt | -2% | -2% | 0%
8 | CC(C)(C)c1ccc(C(=O)N2CCN(C(=O)c3ccco3)CC2)cc1 | -5 | -0.1% | -6% | -1% | -2%
9 | COc1ccccc1N1CCN(S(=O)(=O)c2c(C)sc3ncn(CC(=O)Nc4ccc(C(F)(F)F)cc4)c(=O)c23)CC1 | -3 | 0.9% | 3% | 2% | 11%[2.29 µM]
10 | Cc1ccc(NC(=O)CN(C)C(=O)COc2c(Cl)cc(Cl)c3ccc(C)nc23)cc1 | -2 | 2.6% | -1% | -6% | 3%
11 | COc1ccc(CNC(=O)Cn2ncc3c(=O)oc4ccc(C)cc4c32)c(OC)c1 | -3 | -2.8% | -2% | -2% | -3%
12 | COCCN1C=C(C(=O)OC)C(c2ccccc2Cl)C(C(=O)OC)=C1 | -2 | 5.8% | 3% | -3% | 172%[activator][57.1 µM]
13 | COc1ccc(NS(=O)(=O)c2cccc(C(=O)NCCCn3ccnc3)c2)cc1 | -5 | 0.3% | 2% | -3% | -3%
14 | O=c1[nH]c(=O)c2cc([N+](=O)[O-])cc([N+](=O)[O-])c2[nH]1 | 8 | -1.1% | -5% | 0% | -5%[57.1 µM]
15 | O=C(CCCNS(=O)(=O)c1cccc2nsnc12)N1CCCCC1 | 0 | 1.5% | -1% | 0% | 4%

entry | PI4K2A block | mIDH1 inhibitor | Vif-A3G inh | USP1 inh
1 | -4 | 2% | -1% | -22%
2 | 2 | nt | -8% | nt
3 | 2 | 4% | 2% | -22%
4 | 0 | 0% | 0% | -16%
5 | -4 | -2% | -1% | 4%
6 | -1 | 13% | -3% | -1%
7 | 2 | 5% | -6% | 0%
8 | 5 | 2% | -3% | -15%
9 | 2 | -7% | -3% | -30%
10 | 6 | 11% | -1% | -14%
11 | 0 | 26% | 1% | -8%
12 | -6 | 13% | 2% | -4%
13 | 3 | 2% | -4% | 3%
14 | 1 | 9% | -11% | -9%
15 | 2 | 4% | 4% | -4%

Next structures:
entry | molecule | LDHA inh | RXFP1 agonist | Vif-A3F inh | Glioma ERSR ind | TrxR1 substrate
16 | CCCCN(C(=O)c1cccc(-n2cnnn2)c1)c1c(N)n(CCCC)c(=O)[nH]c1=O | 0 | nt | -2% | -4% | nt
17 | COc1ccccc1NS(=O)(=O)c1ccc(NN=C2CCCCC2)c([N+](=O)[O-])c1 | 1 | 0.2% | -1% | -6% | -18%
18 | COC(=O)C1C/C(=N\NS(=O)(=O)c2ccc(C)cc2)c2ccsc2C1 (configuration not stated) | -7 | 0.6% | 2% | -2% | 7%[57.1 µM]
19 | Cc1ccc(S(=O)(=O)c2nc(Nc3ccccc3)sc2Cl)cc1 | -1 | -1.4% | -16% | -3% | -2%
20 | Cc1ccc(NC(=O)CSc2nc(=O)n3cc(C)ccc3n2)c(C)c1 | -2 | 23% | -4% | -3% | -4%
21 | C[C@@H](C(=O)NCCc1ccccc1F)N1C(=O)N2CCc3c([nH]c4ccccc34)[C@@]2(C)C1=O | -3 | -0.5% | -5% | 1% | 3%
22 | CC(C)C(c1nnnn1Cc1ccc2c(c1)OCO2)N1CCN(c2ccccc2)CC1 (configuration not stated) | -9 | 0.5% | nt | -3% | -3%
23 | C[C@H](CO)N1C[C@H](C)[C@@H](CN(C)S(=O)(=O)c2ccc3ccccc3c2)OCc2cnnn2CCCC1=O | -11 | nt | -12% | -4% | nt
24 | COc1cccc(-c2noc(C3CCCN(C(=O)c4ccc(F)cc4)C3)n2)c1 (configuration not stated) | -1 | 0.0% | 9% | 7% | -13%
25 | CC(C)(C)SCCNC(=O)c1ccc(CN2CCc3ccccc3C2)cc1 | -2 | 0.0% | 0% | 3% | 7%[57.1 µM]
26 | COC1=Nc2ccccc2N2CCN=C12 | -5 | nt | nt | -2% | nt
27 | COc1cc2c(cc1NC(=O)c1ccc(C(C)(C)C)cc1)CCCC2 | -2 | -3.6% | 4% | -1% | 9%
28 | Cc1ccc(C)c(S(=O)(=O)c2cnc(SCC(=O)Nc3ccc(F)cc3F)[nH]c2=O)c1 | 3 | -3.3% | 7% | -3% | -13%
29 | CCCCCCC(C)n1cc(C(C)=O)c(=O)[nH]c1=O (configuration not stated) | -1 | -3.1% | 0% | -2% | 4%
30 | CNC(=S)NNC(=O)c1sccc1OCc1ccccc1 | -2 | 2.0% | -17% | -1% | 7%[57.1 µM]

entry | PI4K2A block | mIDH1 inhibitor | Vif-A3G inh | USP1 inh
16 | -2 | 3% | 0% | ?
17 | 0 | 1% | 3% | -13%
18 | 4 | 4% | -3% | -16%
19 | 2 | 2% | 3% | -20%
20 | 0 | 2% | -3% | -20%
21 | 0 | -10% | -3% | -21%
22 | -3 | 3% | -2% | -14%
23 | 1 | -3% | -5% | -4%
24 | 4 | -6% | -1% | -2%
25 | 3 | -2% | 1% | -21%
26 | -1 | nt | 1% | nt
27 | -8 | -6% | 2% | ?
28 | -1 | -6% | -1% | -25%
29 | 5 | 2% | 5% | -10%
30 | -1 | 2% | 1% | 3%

Other structures:
entry | molecule | LDHA inh | RXFP1 agonist | Vif-A3F inh | Glioma ERSR ind | TrxR1 substrate
31 | CCCCCCNC(=O)CNC(=S)N(Cc1cccs1)C1CCCCC1 | 3 | 1.9% | -24% | 4% | -3%
32 | CN(C)c1ncc([N+](=O)[O-])cc1C(F)(F)F | -2 | 1.8% | -4% | 1% | 2%[57.1 µM]
33 | Cc1ccccc1-n1nc2c(c1NC(=O)C(C)(C)C)CS(=O)(=O)C2 | -3 | 6.3% | -9% | 0% | 3%
34 | O=C(Nc1ccc2oc(-c3ccccc3)nc2c1)c1ccc2c(c1)OCCO2 | -2 | 1.1% | 8% | 2% | 47%[activator][57.1 µM]
35 | CCOc1ccc(-c2csc3nc[nH]c(=O)c23)cc1 | -5 | 0.5% | 4% | 4% | 1%
36 | COc1ccc(C2CC(c3cccs3)=NN2c2ccccc2)cc1 (configuration not stated) | 2 | ? | -1% | 2% | 86%[activator][57.1 µM]
37 | CCN(CC)CCCNc1oc(-c2ccccc2[N+](=O)[O-])nc1C#N | 4 | 0.6% | -10% | -3% | -1%
38 | Cc1nc2ccccc2n1CC(=O)N/N=C/c1cccnc1 | 1 | -0.6% | -5% | -3% | -3%

entry | PI4K2A block | mIDH1 inhibitor | Vif-A3G inh | USP1 inh
31 | -1 | 0% | 2% | ?
32 | 1 | 4% | 0% | 0%
33 | -2 | 1% | 1% | -6%
34 | -7 | -3% | -13% | -17%
35 | 0 | 0% | -3% | -12%
36 | 5 | 9% | -1% | -15%
37 | 5 | 8% | -1% | -2%
38 | -3 | 7% | 0% | -12%

Ordered by molecular weight (low to high): some entries from above.
entry | molecule | LDHA inh | RXFP1 agonist | Vif-A3F inh | Glioma ERSR ind | TrxR1 substrate
35 | CCOc1ccc(-c2csc3nc[nH]c(=O)c23)cc1 | -5 | 0.5% | 4% | 4% | 1%
37 | CCN(CC)CCCNc1oc(-c2ccccc2[N+](=O)[O-])nc1C#N | 4 | 0.6% | -10% | -3% | -1%
33 | Cc1ccccc1-n1nc2c(c1NC(=O)C(C)(C)C)CS(=O)(=O)C2 | -3 | 6.3% | -9% | 0% | 3%

entry | PI4K2A block | mIDH1 inhibitor | Vif-A3G inh | USP1 inh
35 | 0 | 0% | -3% | -12%
37 | 5 | 8% | -1% | -2%
33 | -2 | 1% | 1% | -6%
